# TRAIL sens C8: viability loss with TRAIL in NB7+C8 cells, primary screen, TRAIL sensitizer project, cell-based, ATPlite luminescence; inhibition (viability loss, TRAIL sensitization), % at 10 µM; 360,000 tested, 1% active;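 active = compounds causing at least 50% loss of cell viability in the single-dose screen, relative to plate controls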
# NR2E3 ag-1: NR2E3 agonists in two-hybrid cells, primary screen, cell-based, luminescence, CHO-S, Gal4-NCOR/VP16-NR2E3; Photoreceptor-specific nuclear receptor (Homo sapiens), Q9Y5X4; luciferase; inhibition of corepressor binding, % at 3.98 µM; 360,000 tested, 0.35% active; AID 602229, 2012;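 active = inhibition above the mean of all tested compounds plus 3 SD, cut at about 70% in these data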;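 note: 0% = DMSO with NR2E3 transfected cells and 100% = cells lacking NR2E3 construct; higher means lower luciferase signal from less NR2E3 corepressor binding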
# Target sequence (Q9Y5X4 whole entry, looked up, the tested form may be a part): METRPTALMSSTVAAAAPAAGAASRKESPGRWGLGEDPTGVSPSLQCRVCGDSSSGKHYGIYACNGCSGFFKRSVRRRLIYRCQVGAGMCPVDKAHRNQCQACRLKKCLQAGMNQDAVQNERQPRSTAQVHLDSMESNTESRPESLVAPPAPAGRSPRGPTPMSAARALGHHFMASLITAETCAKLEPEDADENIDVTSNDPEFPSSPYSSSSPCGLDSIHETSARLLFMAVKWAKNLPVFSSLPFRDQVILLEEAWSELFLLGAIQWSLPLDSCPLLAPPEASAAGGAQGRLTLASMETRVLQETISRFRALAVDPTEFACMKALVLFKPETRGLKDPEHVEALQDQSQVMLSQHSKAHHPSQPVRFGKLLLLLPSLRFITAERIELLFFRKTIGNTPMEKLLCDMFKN
# LMP1 NFkB inh: EBV LMP1-driven NF-kappaB luciferase reporter inhibitors, primary screen, cell-based, luminescence, single point | LMP1-induced NF-kappaB luciferase reporter cells | inhibition, % at 12.5 µM | 350,000 tested, 0.69% active; in the data active = inhibition above about 41%;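 note: 0% = neutral control wells and 100% = reference inhibitor control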
# hiPSC survival: enhancers of single-cell hiPSC survival, primary screen, ATPlite luminescence; 100% = ROCK inhibitor wells, 0% = DMSO; survival enhancement, % at 20 µM; 360,000 tested, 0.044% active; in the data active = survival enhancement above about 18%;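 note: cells exposed to compounds for 16 hours before the ATP read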
# Peg3 prom inh: Peg3 promoter-driven luciferase inhibitors, primary screen, cell-based, HeLa, luciferase luminescence; HeLa PEG-Prom luciferase reporter, overnight; inhibition, % at 20 µM; 360,000 tested, 1.7% active; AID 588405, 2011;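 active = inhibition of at least 50% at 20 µM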
# CF NFkB inh: inhibitors of PAF-induced NF-kB signaling, primary screen, cell-based, GFP fluorescence, uHTS; KKLEB NF-kB-GFP reporter, GFP fluorescence overnight; inhibition, % at 5 µM; 360,000 tested, 0.86% active; AID 588850, 2011;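 active = at least 50% inhibition at 5 µM, scaled per plate between neutral and stimulator controls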;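 note: PAF is a Pseudomonas aeruginosa culture filtrate used as stimulus; plate controls were PAF-stimulated DMSO wells for no effect and unstimulated DMSO wells for full effect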
# HIF-2a block: HIF-2a reporter inhibitors, primary screen, luminescence, 786-0 RCC cells. inhibition, % at 18.8 µM. 786-0 RCC cells HIF-2a reporter, luciferase luminescence, overnight. 360,000 tested, 0.72% active;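 active = inhibition of the luminescence signal of 40% or more relative to plate controls, in a single-dose primary screen at 18.75 µM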
# Shn3 3UTR inh: reduction of Shn3 3'UTR firefly luciferase signal, primary screen, Schnurri-3 inhibitor project, cell-based, Clone20 osteoblasts, set 2 | inhibition, % at 12.5 µM | Clone20 osteoblast Shn3 3'UTR firefly luciferase, 24 h | 360,000 tested, 0.52% active;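 active = mean inhibition of at least 75% with every replicate also reaching 75%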;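 note: 0% = median of neutral control wells and 100% = pilot-screen positive control compound; some compounds past the cut are filed as inactive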
# KKLEB tox: cytotoxicity in KKLEB CF airway cells, primary screen, cytotoxicity control for CF NF-kB inhibitor project, cell-based, uHTS, fluorescence assay plates. KKLEB CF airway cells viability, ATPlite luminescence, overnight; stronger effect = lower value; cells stimulated with P. aeruginosa culture filtrate. activity change (cytotoxicity), % at 5 µM. 360,000 tested, 0.36% active. AID 602141, 2011;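 active = corrected activity change at or below -50% at 5 µM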
# NR2E3 ag-2: inhibitors of NR2E3-RetCOR corepressor binding, primary screen, NR2E3 agonist project, biochemical, TR-FRET, GST-NR2E3, biotin-RetCOR | Photoreceptor-specific nuclear receptor (Homo sapiens), Q9Y5X4 | 1536-well | inhibition of corepressor binding, % at 4.78 µM | 320,000 tested, 0.12% active | AID 2300, 2010;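 active = percent inhibition above the cutoff of mean plus 3 SD of all tested compounds, set per screening campaign, cut at about 20% in these data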;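 note: 0% = DMSO wells and 100% = biotin wells as full block of FRET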
#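 System: GST-NR2E3 and biotin-RetCOR proteins; probe or stimulus: 7 nM biotin-RetCOR; doses: compound at 4.8 µM, single dose; schedule: Compound–protein incubation for 5 h at 4 °C; detection: time-resolved FRET; read-out: percent inhibition; controls: biotin wells as high control, 0.6% DMSO wells as low control; format: 1536-well plates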
# TRPM1 prom inh: inhibitors of MITF-dependent TRPM1 promoter reporter, primary screen, cell-based, SK-MEL-5, single point, luciferase; SK-MEL-5 TRPM1 promoter luciferase, 24 h; inhibition, % at 12.5 µM; 330,000 tested, 0.83% active; AID 488899, 2010;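 active = mean inhibition across replicates of 60% or more, whatever share of single replicates reaches that level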; note: values of inactives mirror those of a sister screen read the other way
# Numbers without * were called inactive; · = no result given; & = joins results of further samples.
SMILES,TRAIL sens C8,NR2E3 ag-1,LMP1 NFkB inh,hiPSC survival,Peg3 prom inh,CF NFkB inh,HIF-2a block,Shn3 3UTR inh,KKLEB tox,NR2E3 ag-2,TRPM1 prom inh
Cc1cc([N+](=O)[O-])cnc1NC(C)c1ccccc1 (configuration not stated),-13,-8,4,-3.3,4,1,-6,6,-13,-3,-6
CC1=CC(C)(C)N(C)C(=O)N1c1ccc(Cl)cc1,6,17,-3,1.2,-20,-12,-36,-2,7,0,-14
Cc1cccc(Cn2cnc3c(N)c(C)c(C)cc32)c1,4,-27,-6,0.5,5,-3,-5,12,3,4,7
Cc1ccccc1NC(=O)Cc1nc(COC(=O)COc2cccc(C)c2C)cs1,6,-23,7,0.5,0,-12,6,-10,8,4,0
CCN(CC)S(=O)(=O)c1ccc2c(c1)nc(CCC(=O)Nc1ccc(N3CCOCC3)cc1)n2C,-3,-8,-3,-0.9,-1,3,-2,9,6,-1,-12
CCCc1[nH]n(-c2ccc(F)cc2)c(=O)c1C=Nc1cccc(F)c1,-2,-37,-24,1.4,10,19,7,-20,-13,-2,20
Cc1ccc(S(=O)(=O)n2ccc3c2CCCC3=O)cc1,-1,-15,3,0.2,-2,-29,2,7,4,-5,5
COc1cccc(-c2cc3c(-n4cccc4)ncnc3o2)c1,15,-126,2,0.2,-51,-21,-104,-10,3,1,1
O=[N+]([O-])c1cc(-c2nnc(Nc3ccccc3)c3ccccc23)ccc1N1CCOCC1,6,-3,-1,-2.1,41,8,14,37,16,0,14
CCNC(=O)NC(=O)C(C)OC(=O)CCCSc1nc2ccccc2s1 (configuration not stated),1,19,11,3.8,14,-23,68*,-4,-3,0,38

# Overlap with the part before: 3 compounds; new compounds follow.
SMILES,TRAIL sens C8,NR2E3 ag-1,LMP1 NFkB inh,hiPSC survival,Peg3 prom inh,CF NFkB inh,HIF-2a block,Shn3 3UTR inh,KKLEB tox,NR2E3 ag-2,TRPM1 prom inh
COc1cccc(-c2cc3c(-n4cccc4)ncnc3o2)c1,15,-126,2,0.2,-51,-21,-104,-10,3,1,1
O=[N+]([O-])c1cc(-c2nnc(Nc3ccccc3)c3ccccc23)ccc1N1CCOCC1,6,-3,-1,-2.1,41,8,14,37,16,0,14
CCNC(=O)NC(=O)C(C)OC(=O)CCCSc1nc2ccccc2s1 (configuration not stated),1,19,11,3.8,14,-23,68*,-4,-3,0,38
C(=N\Nc1ccccn1)/c1c[nH]c2ccccc12,13,-68,-26,-0.6,-226,2,-242,·,3,1,-48
Cc1ccc(-c2cc(C(=O)Nc3ccccc3C(N)=O)c3ccccc3n2)o1,-7,7,·,-0.5,52*,-12,7,17,-11,4,·
COc1cccc(NC(=O)C(OC(=O)/C=C/c2ccc3c(c2)OCO3)c2ccccc2)c1 (configuration not stated),13,-8,-6,0.6,-6,-14,6,-4,-3,-4,3
NC(=O)c1ccccc1NC(=O)CCCc1ccccc1,-1,-14,-14,0.1,-47,13,-88,2,-14,0,-21
CC(=O)/C(=N/Nc1ccc(C)cc1)Sc1nnc(CCc2ccccc2)n1-c1ccccc1,-9,12,2,-0.8,30,1,16,-2,-8,3,-5
CC(O)[C@@H](C(=O)N1CCNCC1)n1cc(CCCCN)nn1 (some centres not stated),-7,1,0,-0.8,-6,-4,4,-15,11,-3,-3
O=C(CN(C(=O)CNS(=O)(=O)c1ccccc1)c1ccc2c(c1)OCCO2)NCc1ccco1,-4,-8,7,-2.8,6,-6,14,6,4,3,-2
CC1Cc2ccccc2N1C(=O)COC(=O)Cc1ccc(F)cc1 (configuration not stated),-4,-22,1,-0.6,14,11,12,-13,-4,-1,0
Cn1c(S(=O)(=O)O)nc2ccccc21,-1,-6,-3,-0.5,8,0,18,-3,-9,4,7
COc1ccc(C(=O)N2CCCC(c3ccccc3)=N2)cc1,-8,-7,-2,0.7,-5,-30,-4,3,0,3,10
O=C(c1cccs1)c1c[nH]cc1-c1ccccc1,10,14,·,-0.3,14,6,1,18,-6,-2,·
O=C(Cn1cc(C(=O)c2ccco2)c2ccccc21)NC1CCCCC1,22,-16,-1,0.1,-3,-4,9,2,-16,0,7
COc1ccc(C(=O)Oc2ccc3ccc(=O)oc3c2)cc1OC,-2,-36,-7,-0.5,-50,-10,-33,-21,4,0,-7
O=C(O)c1cc(=O)n(Cc2ccccc2)c(=O)[nH]1,-23,-33,-2,-0.7,-5,13,11,-2,-2,·,4
CCOc1cc2[nH]c(=O)n(CCCC(=O)NCc3ccc(OC)cc3)c(=O)c2cc1OCC,-9,-5,14,1.8,-13,-8,20,-16,-14,-1,14
CCc1ccc(NC(=O)Cn2nc(C(=O)O)c3ccccc3c2=O)cc1,2,4,0,0.5,1,10,-7,-24,-3,-1,-7
CCc1noc(C)c1C(=O)OCC(=O)NC(=O)c1ccccc1OC,-10,10,1,-0.2,11,6,5,-9,4,0,2
COc1ccc(S(=O)(=O)N2CCOC2CNC(=O)C(=O)NCCc2ccccc2)cc1C (configuration not stated),-4,11,-2,-1.4,27,16,3,10,-10,8,·
COc1cc(-c2nc3ccccn3c2/N=C/c2cccc(F)c2)ccc1O,-5,-17,6,-5.3,-20,-5,-21,0,2,-15,-13
Cn1c(Cc2cccs2)nnc1SCC(=O)Nc1ccc(C(N)=O)cc1,-6,-4,-4,1.0,-2,-14,13,5,14,4,1
CSc1cc(-c2ccc(Cl)cc2)c(C(=O)NC(C)C)s1,3,-7,5,-1.1,7,-3,11,10,-2,-4,5
COC(=O)CC1(C(=O)OC)Oc2ccc(Br)cc2C(=O)N1c1cc(Cl)cc(Cl)c1 (configuration not stated),-7,13,4,-0.4,18,-1,14,7,0,0,14
NC(=O)c1cccnc1OCC(F)(F)F,-3,-1,1,-0.5,-1,-5,25,11,0,-2,-6
O=C(CCCC(=O)c1ccccc1)NCc1ccccc1,-7,-27,1,1.0,1,-20,-40,11,2,0,12
Cc1ccccc1C(=O)Nc1ccnn1C1CCN(Cc2cccnc2)CC1,-7,-8,-6,0.7,-1,9,8,-4,-3,-1,16
O=C(c1ccccc1F)N(Cc1ccccc1)C1CCS(=O)(=O)C1 (configuration not stated),-4,-4,-9,7.1,0,2,16,2,0,2,9
COC(=O)CSc1nnc(CNC(=O)c2ccc(OC)c(OC)c2)n1C,-13,-26,-8,1.4,20,3,15,-34,-4,11,-5
C[C@]12C=CC(=O)C=C1CC[C@@H]1[C@@H]2C(=O)C[C@@]2(C)[C@H]1CC[C@]2(O)C(=O)CO,9&-6,-3&10,0&7,2.6&4.3,10&3,7&22,-2&3,-1&-17,8&14,-1&4,2&2
Cc1cc(=O)oc(C)c1C(=O)NCc1ccc(F)cc1,-12,5,-11,-1.2,-1,-6,4,-30,10,-1,-3
O=C1CSc2ccccc2N1Cc1ccc(F)cc1,6,-8,-18,-3.1,-2,8,-50,-20,6,2,7
COc1ccc(-c2nnc(SCc3nnc(-c4ccccc4)o3)n2C)cc1OC,-2,-23,-11,1.7,-37,-4,-49,-23,-7,1,-16
CCNC(=O)C1CC(=O)N(Cc2ccc(F)cc2)C(=Nc2ccc(OC)cc2)S1 (configuration not stated),-2,3,-4,-2.2,23,-1,23,-7,-8,3,7
COC(C[C@@H](O)CC(=O)[C@@H](C)OCc1ccccc1)OC,20,10,0,-1.5,-1,-30,0,-5,2,·,-5
c1ccc(CCn2nnnc2C(c2cccnc2)N2CCOCC2)cc1 (configuration not stated),-11,1,-5,0.0,7,-18,13,-5,-4,3,-7
CCCN(CCC)C(=O)COc1cc(=O)n(CC)c2ccccc12,-18,-58,-1,-1.1,8,1,-5,6,3,3,3
COCCNC(=S)N1CCN(C/C=C/c2ccccc2)CC1,-9,26,0,-0.3,5,12,5,5,2,0,1
Cc1sc2ncnc(SCC(=O)NC(C)(C)C)c2c1C,2,-3,5,5.8,-8,26,3,1,5,4,0
COc1ccc(-c2cc(C(=O)Nc3ccccc3SC)no2)cc1,-8,-22,-1,2.8,-42,6,-33,-17,-11,2,-19
CSc1ncccc1C(=O)OCC(=O)NC(=O)NCCC(C)C,-12,17,-8,-1.3,-2,-12,11,3,3,2,4
Cc1cccc(Cn2c(C(=O)OC(C)C)cc3c2ccn3C)c1,-2,-18,-6,5.2,18,11,8,·,-2,1,-10
O=C(OCc1c(-c2ccccc2)ncc2ccccc12)N1CCOCC1,22,-4,8,-1.2,-9,7,-26,-94,0,2,-100
O=C(C[C@H]1C/C=C\C[C@H](NC(=O)OCC2c3ccccc3-c3ccccc32)C(=O)OC[C@H](Cc2ccccc2)NC1=O)N[C@H](CO)Cc1ccccc1,64*,-34,-1,-1.1,75*,16,0,20,-17,·,2
CCC(C)(C)NC(=O)Cn1c(-c2ccc(C)cc2)noc1=O,4,-2,1,0.1,5,-18,-1,5,7,2,-3
COC(=O)c1cc(CNC(=O)c2ccc(N3CCCC3)c([N+](=O)[O-])c2)ccc1OC,-1,11,-1,0.1,7,-22,-4,-2,10,3,8
Cc1cc(OCc2cc3c(cc2Cl)OCO3)c2c(C)cc(=O)oc2c1,-1,1,-4,1.8,14,14,10,14,4,2,-6
CCOc1cc2c(cc1C=O)OC(C)C2 (configuration not stated),-3,-10,1,-0.4,3,0,18,11,3,-1,-6
O=C(O)CCC(=O)Nc1nc2nc(-c3ccccc3)cc(-c3ccccc3)n2n1,-4,19,-1,8.4,2,-5,8,9,-10,1,-1
CCN(CC)C(=O)[C@H]1CC(CC(=O)NCCN2CCOCC2)C(=O)N2CCc3c([nH]c4ccccc34)[C@]12C (some centres not stated),-1,-10,-6,3.6,-8,-26,12,-11,23,·,1
O=C(c1ccco1)N1CCN(C(c2coc3ccc(Cl)cc3c2=O)c2nnnn2C2CCCC2)CC1 (configuration not stated),1,-10,2,-2.2,27,21,23,-10,-32,0,7
CCC(=O)N(CCC1(c2ccccc2OC)CCOC(C(C)C)C1)Cc1ccco1 (configuration not stated),4,-54,-2,-0.3,14,14,17,14,-10,-1,7
CCOC(=O)C(C#N)=C1CCC=C(C)C1,-11,-22,1,0.7,-4,-1,3,7,7,·,·
CCCSc1nnc(Cn2c(=O)sc3ccccc32)n1-c1ccccc1,19,-27,5,3.3,23,10,26,41,-4,2,·
COc1ccc(/C=C/C(=O)NCCC(=O)N2CCCN(C)CC2)cc1,0,16,1,-0.6,-8,-9,-3,-1,5,0,8

# Only part of the results is shown, so the mix of outcomes need not match the whole.
